KLF5 inhibitor = suppresses KLF5 promoter-driven expression. DLD-1 KLF5 promoter-luciferase reporter, luminescence. inhibition, % at 5 µM. 290,000 tested, 0.23% active;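 active means inhibition above a per-plate limit of that plate's mean compound inhibition plus 3 SD, cut at about 60% in these data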;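 further: 0% = DMSO wells and 100% = LY294002 at 200 µM; higher means less KLF5 promoter-driven luciferase light; inactives centre near -14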
TRPC6 activator = activates the mouse TRPC6 cation channel; 310,000 tested, 0.13% active; Q61143; B-score at 10 µM; HEK293-TRPC6 membrane potential dye fluorescence; stronger effect = higher value;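 active means B-score of the integrated fluorescence ratio above library mean plus 3 SD, and starting fluorescence ratio within library mean plus 5 SD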;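 further: higher score means more depolarization so channel activation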
IEC-6 tox = counter-screen for KLF5 inhibitors: cytotoxicity in IEC-6 cells | IEC-6 cytotoxicity, luminescence viability | inhibition, % at 5 µM | 290,000 tested, 0.78% active | AID 1825; in the data active means inhibition above about 22%;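 further: 0% = plate median of test compound wells and 100% = cytotoxic reference compound wells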
SKKanGAS inh = SKKanGAS growth inhibition | 300,000 tested, 1.3% active | S. pyogenes SKKanGAS, kanamycin growth, BacTiter-Glo, 6 h | inhibition, % at 7.5 µM;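 active means mean replicate score, as percent of positive control median, at least 50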;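 further: strain carries kanamycin resistance gene driven by streptokinase promoter and grows in 40 µg/ml kanamycin; loss of luminescence reflects streptokinase promoter inhibition or plain growth inhibition; 0% = median of DMSO wells and 100% = positive control at its reference dose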
TRPC4 potent = allosteric potentiators of mouse TRPC4 channel | HEK293 TRPC4beta/mu-opioid, DAMGO EC20, Fluo-4 Ca2+ flux; stronger effect = higher value | B-score at 10 µM | Q9QUQ5 | 310,000 tested, 0.42% active;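 active means B-score of calcium response area above 5 SD of library B-scores, with initial fluorescence ratio within 5 SD of library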;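 further: B-score of integrated fluorescence ratio over time as area under calcium response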
TRPC4 act = opens the mouse TRPC4 cation channel; Q9QUQ5; HEK293 TRPC4beta/mu-opioid, Fluo4 calcium fluorescence; stronger effect = higher value; B-score at 10 µM; 310,000 tested, 0.49% active; AID 2237;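 active means B-score above 5 SD of library B-scores, and initial fluorescence ratio not above library mean plus 5 SD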;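 further: positive B-score marks a calcium rise read as TRPC4 activation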
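Assay system: HEK293 cells stably co-expressing mouse TRPC4beta and mu-opioid receptor / Timing: Fluo4 dye loading 45 min at room temperature, 110 s recording / Signal: Fluo4 calcium-sensitive dye fluorescence, kinetic, 1 Hz baseline / Read-out: integrated baseline-normalised fluorescence ratio, converted to per-well B score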
MrgX1 antagonist = blocks BAM8-22 activation of human MrgX1 receptor. Q96LB2. MRGX1-HEK293 calcium flux, Fluo-4, BAM8-22 antagonism; stronger effect = lower value. B-score at 10 µM. 310,000 tested, 1.3% active. AID 588676;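 active means calcium-response B-score plate-corrected more than 3 library SD below zero, starting fluorescence within 5 deviations, no agonist response on first addition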;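 further: peak minus trough fluorescence over baseline after final BAM8-22 challenge near maximal dose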
Target sequence (Q96LB2 whole entry, looked up): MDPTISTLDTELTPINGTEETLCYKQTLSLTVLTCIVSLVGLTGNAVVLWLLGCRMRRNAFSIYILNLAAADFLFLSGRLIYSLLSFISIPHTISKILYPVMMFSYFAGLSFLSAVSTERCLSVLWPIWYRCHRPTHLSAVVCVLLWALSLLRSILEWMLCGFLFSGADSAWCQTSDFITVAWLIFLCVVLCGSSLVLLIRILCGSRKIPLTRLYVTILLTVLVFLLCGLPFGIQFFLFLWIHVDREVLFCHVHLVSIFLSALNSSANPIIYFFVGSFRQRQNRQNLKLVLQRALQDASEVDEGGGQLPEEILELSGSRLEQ
HIF activator = HIF pathway transcriptional activation; activation, % at 7.5 µM (by protocol); U2OS HRE-luciferase reporter, luminescence; normalized: DMSO 0%, desferrioxamine 100%; 300,000 tested, 0.32% active;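 active means mean activation of at least 10% of the iron chelator positive control signal, with at least half of replicates also reaching 10%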
TRPC6 inhibitor = inhibitors of mouse TRPC6 channel | Q61143 | HEK293-TRPC6, membrane potential dye, ACh-evoked depolarization; stronger effect = lower value | B-score at 10 µM | 310,000 tested, 1.1% active | AID 2553;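 active means B-score under library mean minus 3 SD, initial fluorescence not abnormally high, positive integrated signal ratio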;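 further: B-score derived from integrated fluorescence ratio over the kinetic read; more negative B-score means stronger inhibition of depolarization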
aSyn 5UTR inh = MLPCN primary screen, SNCA 5' untranslated region | inhibition, % (tested at 7.5 µM) | 300,000 tested, 0.82% active | alpha-synuclein 5'UTR reporter, inhibitor activity | AID 1813; in the data active means inhibition above about 60%;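 further: H4 neuroglioblastoma cells stably carrying SNCA 5'UTR luciferase fusion; 0% = DMSO wells and 100% = positive control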
TRPC4 inh = inhibitors of mouse TRPC4 channel | HEK293 TRPC4beta/mu-opioid, DAMGO-evoked Fluo4 calcium flux; stronger effect = lower value | AID 2247 | B-score at 10 µM | Q9QUQ5 | 300,000 tested, 0.39% active;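 active means B-score over 3 SD under the library average, no early fluorescence shift, positive overall ratio signal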
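System: stable TRPC4beta/mu-opioid receptor HEK293 cells; Dosing: single-point compound dosing; Measured by: Fluo4 Ca2+ flux fluorescence; Read-out basis: per-well B score of integrated baseline-normalized Fluo4 ratio.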
Starred values were filed as active, the others as inactive.

Results for COC(=O)c1ccc(C2C(C(=O)Nc3ccc(C)cc3C)=C(C)Nc3ncnn32)cc1 (stereo unspecified) ?
TRPC6 activator: inactive; SKKanGAS inh: -2; TRPC4 potent: inactive; TRPC4 act: inactive; MrgX1 antagonist: inactive; HIF activator: 0.2; TRPC6 inhibitor: inactive; aSyn 5UTR inh: 5; TRPC4 inh: inactive

What do the screens show for `CCN(CC)CCNC(=O)Cn1cnc2sc(C)c(S(=O)(=O)N3CCC(C)CC3)c2c1=O`?
KLF5 inhibitor: -7; TRPC6 activator: inactive; IEC-6 tox: -4; SKKanGAS inh: -1; TRPC4 potent: inactive; TRPC4 act: inactive; MrgX1 antagonist: inactive; HIF activator: -0.5; TRPC6 inhibitor: inactive; aSyn 5UTR inh: -19; TRPC4 inh: inactive

How did Cc1ccc(CC(=O)NC2CCSC2=O)cc1 (stereo unspecified) do in these assays?
KLF5 inhibitor: -6; TRPC6 activator: inactive; IEC-6 tox: 4; SKKanGAS inh: -11; TRPC4 potent: inactive; TRPC4 act: inactive; MrgX1 antagonist: inactive; HIF activator: -0.6; TRPC6 inhibitor: inactive; aSyn 5UTR inh: -28; TRPC4 inh: inactive

What do the screens show for `O=C(COC(=O)c1ccc(N2CCCC2=O)cc1)NCc1ccco1`?
KLF5 inhibitor: -1; TRPC6 activator: inactive; IEC-6 tox: 1; SKKanGAS inh: -2; TRPC4 potent: inactive; TRPC4 act: inactive; MrgX1 antagonist: inactive; HIF activator: 0.5; TRPC6 inhibitor: inactive; aSyn 5UTR inh: 18; TRPC4 inh: inactive

How did CCN(CC)CC(=O)Nc1ccc(Oc2ccc(NC(=O)CN(CC)CC)cc2)cc1 do in these assays?
KLF5 inhibitor: -38; TRPC6 activator: inactive; IEC-6 tox: 4; SKKanGAS inh: 2; TRPC4 potent: inactive; TRPC4 act: inactive; MrgX1 antagonist: inactive; HIF activator: -0.1; TRPC6 inhibitor: inactive; aSyn 5UTR inh: -35; TRPC4 inh: inactive

How did CSC1=C(C#N)C(c2ccc(Cl)cc2)C2=C(CC(C)(C)CC2=O)N1 (stereo unspecified) do in these assays?
TRPC6 activator: inactive; SKKanGAS inh: 8; TRPC4 potent: inactive; TRPC4 act: inactive; MrgX1 antagonist: inactive; HIF activator: -1.0; TRPC6 inhibitor: inactive; aSyn 5UTR inh: 71*; TRPC4 inh: inactive

What do the screens show for `COCCN1C(=O)N(c2ccc(OC)cc2)C(=O)C1CC(=O)Nc1cccc(F)c1` (stereo unspecified)?
KLF5 inhibitor: -20; TRPC6 activator: inactive; IEC-6 tox: 1; SKKanGAS inh: -3; TRPC4 potent: inactive; TRPC4 act: inactive; MrgX1 antagonist: inactive; HIF activator: -2.2; TRPC6 inhibitor: inactive; aSyn 5UTR inh: 21; TRPC4 inh: inactive

Results for CCc1cccc(NS(=O)(=O)c2ccc3c(c2)NC(=O)CO3)c1 ?
KLF5 inhibitor: -23; TRPC6 activator: inactive; IEC-6 tox: 6; SKKanGAS inh: 0; TRPC4 potent: inactive; TRPC4 act: inactive; MrgX1 antagonist: inactive; HIF activator: 0.2; TRPC6 inhibitor: inactive; aSyn 5UTR inh: -9; TRPC4 inh: inactive

How did O=C(N/N=C/c1ccccc1O)/C(=C/c1ccccc1)CCO do in these assays?
KLF5 inhibitor: -24; TRPC6 activator: inactive; IEC-6 tox: 4; SKKanGAS inh: 13; TRPC4 potent: inactive; TRPC4 act: inactive; MrgX1 antagonist: inactive; HIF activator: 31*; TRPC6 inhibitor: inactive; aSyn 5UTR inh: 32; TRPC4 inh: inactive

Results for CN(C)Cc1cc2ccccc2c2c1COC2 ?
KLF5 inhibitor: -39; TRPC6 activator: inactive; IEC-6 tox: -4; SKKanGAS inh: 6; TRPC4 potent: inactive; TRPC4 act: inactive; MrgX1 antagonist: inactive; HIF activator: -0.5; TRPC6 inhibitor: inactive; aSyn 5UTR inh: -1; TRPC4 inh: inactive

How did Cc1ccc(CNC(=O)CCC2CCCN(Cc3cc4ccccc4o3)C2)o1 (stereo unspecified) do in these assays?
KLF5 inhibitor: -20; TRPC6 activator: inactive; IEC-6 tox: -4; SKKanGAS inh: 1; TRPC4 potent: inactive; TRPC4 act: inactive; MrgX1 antagonist: inactive; HIF activator: 0.1; TRPC6 inhibitor: inactive; aSyn 5UTR inh: -7; TRPC4 inh: inactive

How did CC(=O)CC(=O)Nc1ccccc1NC(C)=O do in these assays?
KLF5 inhibitor: -19; TRPC6 activator: inactive; IEC-6 tox: -7; SKKanGAS inh: 1; TRPC4 potent: inactive; TRPC4 act: inactive; MrgX1 antagonist: inactive; HIF activator: 0.3; TRPC6 inhibitor: inactive; aSyn 5UTR inh: 9; TRPC4 inh: inactive

How did O=[N+]([O-])c1ccc(CSc2nnc(Cc3ccccc3)o2)cc1 do in these assays?
KLF5 inhibitor: -30; TRPC6 activator: inactive; IEC-6 tox: -3; SKKanGAS inh: 0; TRPC4 potent: inactive; TRPC4 act: inactive; MrgX1 antagonist: inactive; TRPC6 inhibitor: inactive; aSyn 5UTR inh: 11; TRPC4 inh: inactive

What do the screens show for `Cn1c(CN2CCN(C(=O)c3ccccc3Cl)CC2)nc2cc([N+](=O)[O-])ccc21`?
KLF5 inhibitor: -25; TRPC6 activator: inactive; IEC-6 tox: -4; SKKanGAS inh: -1; TRPC4 potent: inactive; TRPC4 act: inactive; MrgX1 antagonist: inactive; HIF activator: -0.1; TRPC6 inhibitor: inactive; aSyn 5UTR inh: 5; TRPC4 inh: inactive

How did Cc1c(CC(=O)O)c(=O)oc2c(C)c(OCc3nn[nH]n3)ccc12 do in these assays?
KLF5 inhibitor: -7; TRPC6 activator: inactive; IEC-6 tox: 4; SKKanGAS inh: -2; TRPC4 potent: inactive; TRPC4 act: inactive; MrgX1 antagonist: inactive; HIF activator: 1.6; TRPC6 inhibitor: inactive; aSyn 5UTR inh: -14; TRPC4 inh: inactive

How did COc1ccc(N(C(=O)Cn2nnc3ccccc32)C(C(=O)NCc2ccco2)c2ccncc2)cc1 (stereo unspecified) do in these assays?
KLF5 inhibitor: -1; TRPC6 activator: inactive; IEC-6 tox: 0; SKKanGAS inh: 0; TRPC4 potent: inactive; TRPC4 act: inactive; MrgX1 antagonist: inactive; HIF activator: 0.1; TRPC6 inhibitor: inactive; aSyn 5UTR inh: -7; TRPC4 inh: inactive

Results for CCOC(=O)CSc1n[nH]c(NC(=O)c2cccc(C)c2)n1 ?
KLF5 inhibitor: -27; TRPC6 activator: inactive; IEC-6 tox: 4; SKKanGAS inh: 0; TRPC4 potent: inactive; TRPC4 act: inactive; MrgX1 antagonist: inactive; HIF activator: -0.5; TRPC6 inhibitor: inactive; aSyn 5UTR inh: 15; TRPC4 inh: inactive

What do the screens show for `COc1ccccc1NC(=O)Nc1ccncc1`?
KLF5 inhibitor: -17; TRPC6 activator: inactive; IEC-6 tox: 0; SKKanGAS inh: -4; TRPC4 potent: inactive; TRPC4 act: inactive; MrgX1 antagonist: inactive; HIF activator: -40; TRPC6 inhibitor: inactive; aSyn 5UTR inh: -51; TRPC4 inh: inactive

Results for C=CCNC(=O)COC(=O)CCC(=O)c1cccs1 ?
KLF5 inhibitor: 8; TRPC6 activator: inactive; IEC-6 tox: -4; SKKanGAS inh: 9; TRPC4 potent: inactive; TRPC4 act: inactive; MrgX1 antagonist: inactive; HIF activator: -0.2; TRPC6 inhibitor: inactive; aSyn 5UTR inh: 4; TRPC4 inh: inactive

How did CCCC(=O)Nc1c2c(nc3ccccc13)N(c1ccccc1)CC2 do in these assays?
KLF5 inhibitor: -46; TRPC6 activator: inactive; IEC-6 tox: 5; SKKanGAS inh: 1; TRPC4 potent: inactive; TRPC4 act: inactive; MrgX1 antagonist: inactive; HIF activator: 0.1; TRPC6 inhibitor: inactive; aSyn 5UTR inh: -10; TRPC4 inh: inactive

How did Cc1sc(NC(=O)c2cc3ccccc3oc2=O)c(C(=O)OC(C)C)c1-c1ccccc1 do in these assays?
KLF5 inhibitor: 9; TRPC6 activator: inactive; IEC-6 tox: -2; SKKanGAS inh: 2; TRPC4 potent: inactive; TRPC4 act: inactive; MrgX1 antagonist: inactive; HIF activator: 1.8; TRPC6 inhibitor: inactive; aSyn 5UTR inh: 4; TRPC4 inh: inactive

How did CCCNC(=O)c1ccccc1NC(=O)CN(c1ccccc1)S(=O)(=O)N(C)C do in these assays?
KLF5 inhibitor: 2; TRPC6 activator: inactive; IEC-6 tox: 3; SKKanGAS inh: -15; TRPC4 potent: inactive; TRPC4 act: inactive; MrgX1 antagonist: inactive; HIF activator: -0.4; TRPC6 inhibitor: inactive; aSyn 5UTR inh: -4; TRPC4 inh: inactive

What do the screens show for `COc1ccc(C(=O)C(CN2CCOCC2)c2ccccc2)cc1` (stereo unspecified)?
KLF5 inhibitor: -3; TRPC6 activator: inactive; IEC-6 tox: 8; SKKanGAS inh: 10; TRPC4 potent: inactive; TRPC4 act: inactive; MrgX1 antagonist: inactive; HIF activator: 0.6; TRPC6 inhibitor: inactive; aSyn 5UTR inh: -80; TRPC4 inh: inactive

What do the screens show for `C=CCn1c(-c2ccc(OC)cc2)csc1=Nc1c(C)n(C)n(-c2ccccc2)c1=O`?
KLF5 inhibitor: -3; TRPC6 activator: inactive; IEC-6 tox: 7; SKKanGAS inh: 9; TRPC4 potent: inactive; TRPC4 act: inactive; MrgX1 antagonist: inactive; HIF activator: -0.1; TRPC6 inhibitor: inactive; aSyn 5UTR inh: 10; TRPC4 inh: inactive

Results for Cc1cc(C(C)(C)C)cc(S(=O)(=O)NCCO)c1C ?
KLF5 inhibitor: -34; TRPC6 activator: inactive; IEC-6 tox: -3; SKKanGAS inh: 4; TRPC4 potent: inactive; TRPC4 act: inactive; MrgX1 antagonist: inactive; HIF activator: 0.1; TRPC6 inhibitor: inactive; aSyn 5UTR inh: 3; TRPC4 inh: inactive

How did NC(=O)C1=C[C@@H](c2ccc3c(c2)OCO3)C[C@@H](OCCCCO)O1 do in these assays?
TRPC6 activator: inactive; SKKanGAS inh: 2; TRPC4 potent: inactive; TRPC4 act: inactive; MrgX1 antagonist: inactive; HIF activator: 1.8; TRPC6 inhibitor: inactive; aSyn 5UTR inh: -10; TRPC4 inh: inactive

What do the screens show for `COc1ccc(NC(=O)CC(NCc2ccccn2)C(=O)O)cc1` (stereo unspecified)?
KLF5 inhibitor: 20; TRPC6 activator: inactive; IEC-6 tox: -3; SKKanGAS inh: 11; TRPC4 potent: inactive; TRPC4 act: inactive; MrgX1 antagonist: inactive; HIF activator: 0.0; TRPC6 inhibitor: inactive; aSyn 5UTR inh: -2; TRPC4 inh: inactive
